HTRA1 inh: inhibitors of human serine peptidase HTRA1 | Q92743 | recombinant HTRA1, FP-rhodamine activity-based probe, fluorescence polarization | inhibition, % at 5.96 µM | hit rate 0.5% among 340,000 | AID 504803; in the data active means inhibition above about 36%;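 further: 0% = enzyme with DMSO and 100% = wells lacking enzyme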
Target sequence (Q92743 whole entry, looked up): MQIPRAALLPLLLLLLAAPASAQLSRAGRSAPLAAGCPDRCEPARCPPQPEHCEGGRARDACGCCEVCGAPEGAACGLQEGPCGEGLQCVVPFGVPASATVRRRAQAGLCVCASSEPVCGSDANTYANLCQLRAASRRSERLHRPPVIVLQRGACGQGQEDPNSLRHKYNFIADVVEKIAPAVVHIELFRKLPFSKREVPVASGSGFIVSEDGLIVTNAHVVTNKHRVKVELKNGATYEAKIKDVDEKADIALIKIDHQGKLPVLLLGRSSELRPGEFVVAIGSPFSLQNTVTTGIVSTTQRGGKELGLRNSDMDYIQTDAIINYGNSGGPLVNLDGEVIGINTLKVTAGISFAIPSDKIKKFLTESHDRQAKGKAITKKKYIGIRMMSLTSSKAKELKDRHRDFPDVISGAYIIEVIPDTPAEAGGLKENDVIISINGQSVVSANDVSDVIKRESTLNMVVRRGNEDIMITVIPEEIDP
PRMT1 inh: inhibitors of human PRMT1. hit rate 1.3% among 370,000. Q99873. inhibition, % at 2.79 µM. recombinant PRMT1, activity-based probe fluorescence polarization. AID 652257;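 active means inhibition above about 21% made by adding two undisclosed values, limit read from the data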
mABHD4 FP: ABHD4 (mouse) inhibition, primary FP screen | hit rate 0.54% among 370,000 | inhibition, % at 8.92 µM | purified mABHD4, FP-Rh probe fluorescence polarization;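 active means inhibition exceeding the mean over every tested compound plus 3 SD, cut at about 30% in these data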;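 further: 0% = plate median of compound wells and 100% = S159A mutant with DMSO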
Target sequence (Q8VD66 whole entry, looked up): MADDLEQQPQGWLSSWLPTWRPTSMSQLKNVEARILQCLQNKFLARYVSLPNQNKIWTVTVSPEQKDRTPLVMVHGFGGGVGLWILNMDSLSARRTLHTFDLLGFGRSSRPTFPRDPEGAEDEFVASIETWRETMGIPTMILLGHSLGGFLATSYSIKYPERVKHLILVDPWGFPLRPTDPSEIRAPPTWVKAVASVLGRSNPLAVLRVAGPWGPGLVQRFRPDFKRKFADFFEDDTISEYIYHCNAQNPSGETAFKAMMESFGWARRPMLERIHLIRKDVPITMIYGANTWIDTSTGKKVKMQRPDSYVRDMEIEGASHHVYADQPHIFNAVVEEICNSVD
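Assay system: wild-type mouse ABHD4 protein; compound: single nominal dose of 8.92 µM, 0.89% DMSO final; schedule: 45 min + 60 min at 25 °C; measured by: FP readout, ex 525 nm / em 598 nm; evaluation: % inhibition of FP-Rh probe binding versus controls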
TCR-CD3 inh: human TCR-CD3 binding inhibition. AID 651800. inhibition, % at 9.4 µM. TAMRA-labeled TCR probe fluorescence, biochemical. hit rate 0.37% among 360,000; in the data active means inhibition above about 19%;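 further: recombinant mutant TCR 2C K166C tagged with TAMRA read by polarization; 0% = receptor in buffer alone and 100% = receptor with positive control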
TDP2 inh: TDP2 (human) inhibition, absorbance primary screen; O95551; recombinant TDP2, T5PNP hydrolysis, p-nitrophenol absorbance 415 nm; inhibition, % at 12.8 µM; hit rate 0.34% among 370,000; AID 720702;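 active means inhibition above the mean of all tested compounds plus 3 SD, set per campaign, cut at about 25% in these data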;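 further: 0% = DMSO with enzyme and 100% = buffer with substrate but no TDP2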
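System: recombinant human TDP2 / Amount: 120 nM TDP2 per well / Also added: 5 mM T5PNP chromogenic substrate / Doses: 12.8 µM single point, 1% DMSO / Incubation: 2 h at 37 °C / Detection: p-Nitrophenol epi absorbance / Evaluation: % inhibition relative to enzyme-containing and enzyme-free wells / Repeats: singlicate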
LEDGF integ inh: blocks HIV-1 LEDGF/p75-dependent DNA integration; TR-FRET IN-LEDGF/p75 DNA integration, Eu/Cy5; inhibition, % at 3.7 µM; hit rate 0.64% among 370,000; AID 743269;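 active means inhibition above the screen-wide mean plus 3 SD, cut at about 13% in these data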;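 further: signal is the Cy5 over europium emission ratio at 671 and 618 nm; 0% = plate median of compound wells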
SIAE inh: inhibitors of human sialic acid acetylesterase SIAE; hit rate 0.69% among 370,000; AID 1053197; inhibition, % at 9.66 µM; SIAE FP-Rh probe binding, fluorescence polarization; Q9HAT2;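 active means inhibition above a cutoff: mean of compounds within the control limits plus 3 SD of those, cut at about 17% in these data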;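 further: 0% = plate median of compound wells and 100% = probe without SIAE protein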
rCAG binder: molecules binding r(CAG) RNA repeats. r(CAG) RNA repeat, TO-PRO-1 dye displacement fluorescence. inhibition, % at 3 µM. hit rate 1.3% among 370,000. AID 651821;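 active means inhibition above the plate cutoff, the mean of all test compounds on that plate plus 3 SD, cut at about 35% in these data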;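 further: 0% = DMSO alone and 100% = 100 µM mitoxantrone as full dye displacement; higher means more dye released from RNA so lower well fluorescence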
MBD2 inh: MBD2-methylated oligo binding inhibition; TR-FRET, MBD2 binding to methylated oligonucleotide; hit rate 0.31% among 370,000; Q9UBB5; inhibition, % at 4.4 µM; in the data active means inhibition above about 13%
NPR2 activator: GC-B (human) receptor activation. activation, % at 10 µM. HEK293-GC-B cells, CNP EC30, cGMP TR-FRET; 0% at EC30 CNP, 100% saturating CNP. AID 1920062. hit rate 0.11% among 370,000. P20594;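 active means activation at 10 µM reaching about 35% in either raw or pattern-adjusted values, limit read from the data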
* hit, by the source's call; nt = no result given. These rows are one share of the data (hit frequency here may not be typical).

SMILES | HTRA1 inh | PRMT1 inh | mABHD4 FP | TCR-CD3 inh | TDP2 inh | LEDGF integ inh | SIAE inh | rCAG binder | MBD2 inh | NPR2 activator
CC1(C)C(=O)C=CC(=O)C(C)(C)C(=O)C=CC(=O)C(C)(C)C2=CC=C(O2)C(C)(C)C(=O)C=CC1=O | 9.8 | 4.0 | 5.2 | 9.0 | 6.5 | -3.0 | 1.6 | 4.1 | 1.0 | 1.3
O=C(Nc1nc(-c2ccccc2)cs1)c1cccnc1 | -5.4 | -2.2 | -3.0 | -1.1 | 8.7 | 2.1 | -1.1 | 1.4 | -2.5 | -3.3
CC1=[N+](C)N(c2ccccc2)C(=O)C1N=Cc1ccc(Cl)cc1 (stereo unspecified) | 7.4 | 1.2 | -3.4 | 7.3 | 0.4 | -0.3 | 2.0 | -1.5 | 1.9 | -1.9
CC1(C)CC(=O)C=C(c2ccc3c(c2)OCO3)C1 | -7.2 | 0.7 | 2.1 | -2.0 | 7.4 | -1.5 | -1.1 | -3.8 | -4.1 | -0.7
CCOC(=O)C1CCN(C(=O)COC(=O)c2nc3nc(C)cc(C)n3n2)CC1 | -0.4 | 0.4 | 4.4 | -1.8 | -12.3 | -6.2 | -3.3 | -2.9 | -0.5 | 4.7
O=C(O)c1cccc(NC(=O)c2ccc3c(c2)C(=O)N(c2cccc([N+](=O)[O-])c2)C3=O)c1 | 4.6 | -2.5 | 0.9 | 3.3 | 13.4 | -4.5 | 9.3 | 4.4 | 3.6 | 8.0
Cc1ccc(SCc2noc(C(=O)NCC3CCCO3)c2C(=O)O)cc1C (stereo unspecified) | -7.4 | 1.4 | -5.3 | 0.5 | -2.6 | 3.2 | -2.9 | 25.4 | 0.0 | 11.6
CC(C)N1CCC(N2CCN(Cc3ccc(-c4ccccc4Cl)o3)CC2CCO)CC1 (stereo unspecified) | -1.5 | 1.9 | -3.5 | 6.6 | 6.2 | 3.3 | 2.3 | -5.3 | 2.1 | 1.8
Cc1ccccc1-n1nc(SCC(=O)O)sc1=S | 8.9 | -0.4 | -7.0 | 4.3 | -2.3 | 4.5 | 0.3 | -1.6 | -2.3 | 2.0
Cc1onc(-c2ccccc2)c1C(=O)N/N=C/c1cccc(O)c1 | 2.2 | -4.2 | -3.6 | 5.5 | 7.0 | -2.2 | 10.1 | 0.1 | -2.9 | -2.2

The last 2 records of the section before come first, to join the parts.
SMILES | HTRA1 inh | PRMT1 inh | mABHD4 FP | TCR-CD3 inh | TDP2 inh | LEDGF integ inh | SIAE inh | rCAG binder | MBD2 inh | NPR2 activator
Cc1ccccc1-n1nc(SCC(=O)O)sc1=S | 8.9 | -0.4 | -7.0 | 4.3 | -2.3 | 4.5 | 0.3 | -1.6 | -2.3 | 2.0
Cc1onc(-c2ccccc2)c1C(=O)N/N=C/c1cccc(O)c1 | 2.2 | -4.2 | -3.6 | 5.5 | 7.0 | -2.2 | 10.1 | 0.1 | -2.9 | -2.2
COC(=O)c1ccc(C(C(=O)NCc2ccccc2)N(Cc2cccs2)C(=O)c2cnccn2)cc1 (stereo unspecified) | -5.1 | -2.8 | -0.4 | 0.2 | 3.8 | 0.8 | 0.0 | -2.9 | 2.5 | 2.1
Cc1cc(C)n(CC(O)Cn2c3ccccc3c3ccccc32)n1 (stereo unspecified) | -12.9 | -1.8 | -3.7 | 1.5 | 1.8 | -1.4 | -2.0 | -2.7 | -2.9 | -6.7
CCOc1ccc(Nc2ccc(N3C(=O)CCC3=O)cc2[N+](=O)[O-])cc1 | 5.3 | -1.8 | -7.2 | -0.3 | -7.7 | 1.5 | -1.9 | -0.5 | -8.4 | 1.1
O=C1C=C(c2ccc(F)c(Cl)c2)C[C@@H](c2ccc(F)cc2)C1 | -38.2 | 1.6 | -7.2 | 0.9 | -10.0 | 1.1 | -3.5 | 7.9 | 3.2 | 0.0
CCCCOC(=O)CCc1nc2ccccc2[nH]1 | 3.6 | 0.3 | 4.3 | -3.6 | 2.1 | -1.2 | 2.7 | -4.4 | 6.0 | 0.4
CCOc1ccc(CC(=O)C2C(=O)CC(C)(C)CC2=O)cc1OCC | -0.6 | 5.8 | -5.8 | -3.2 | -17.1 | -0.5 | 0.3 | 3.2 | -0.4 | 5.4
CCOC(=O)c1cnc(SC)nc1Nc1cccc(F)c1 | 0.8 | 0.2 | -0.7 | 8.4 | -10.3 | 0.4 | 0.3 | 4.2 | 4.6 | -7.3
Cn1c(CNc2cccc(Cl)c2)nnc1SCC(=O)OC1CCCCC1 | 4.4 | 1.4 | 5.3 | 1.6 | -2.8 | -1.9 | -1.8 | -8.5 | -0.5 | -4.4
O=C(CCN1C(=O)c2ccccc2C1=O)Nc1ccc(S(=O)(=O)NC2=NCCCCC2)cc1 | -2.5 | -1.0 | 1.3 | -4.2 | -2.7 | 0.4 | -7.5 | -1.8 | -0.2 | -2.8
FC(F)(F)c1ccc(Cl)c(-n2c(Cc3cccs3)n[nH]c2=S)c1 | -1.0 | -1.5 | 1.3 | 7.7 | 6.9 | -1.6 | 3.9 | 10.5 | 2.5 | -3.9
O=C(CCC(=O)N1CCOCC1)NCc1cccc(C(F)(F)F)c1 | 5.7 | -1.5 | -0.4 | -1.5 | -1.1 | -1.2 | -1.7 | 1.6 | 3.0 | 3.3
Cc1ccccc1S(=O)(=O)c1cc2ccccc2nc1N | -17.1 | 0.0 | 2.4 | -5.9 | 10.1 | 0.6 | -2.8 | -4.6 | 5.8 | -4.6
CC[C@]12c3[nH]c4cc(-c5ccco5)ccc4c3CCN1C(=O)[C@@H](CC(=O)NCC13CC4CC(CC(C4)C1)C3)C[C@@H]2C(=O)N1CCN(C(=O)c2ccco2)CC1 | -9.3 | 6.6 | 21.9 | -7.4 | -0.5 | 6.2 | 18.3* | 16.6 | 0.3 | -7.3
Cc1ccc(NC(=O)C2CCCN(c3nnc(-n4cccc4)s3)C2)cc1C (stereo unspecified) | nt | 6.8 | -3.7 | nt | -6.9 | 1.0 | -3.9 | 5.4 | 9.2 | 2.7
O=C1CC(c2ccccc2)CC2=C1C1(CCCC1)N=C(Nc1nc3ccccc3o1)N2 (stereo unspecified) | nt | -0.7 | 4.8 | 9.8 | -2.9 | -0.7 | -1.2 | 17.4 | -0.5 | -4.3
CS(=O)(=O)N(CC(=O)N1CCN(Cc2ccccc2)CC1)c1ccc2c(c1)OCCO2 | 1.7 | -1.5 | 8.3 | 3.0 | 7.7 | 5.0 | -1.1 | -5.3 | -3.9 | 3.1
Cc1cccc(N2CCN(CC(=O)Nc3nccs3)CC2)c1C | -7.4 | 2.6 | -13.2 | -2.6 | -7.5 | 2.0 | -7.5 | -3.4 | 7.8 | 1.1
O=C(Nc1ccccc1)c1cnc(-c2ccccc2)nc1-c1ccccc1 | -18.6 | -0.6 | 2.1 | -3.6 | 8.4 | 2.3 | -2.4 | 1.3 | 2.2 | 1.3
CC(C)c1ccc(NC(=O)CSc2nnc(-c3ccccn3)n2C)cc1 | -6.6 | -2.6 | -6.2 | 5.3 | 2.5 | -0.2 | -2.2 | 4.5 | 0.8 | 3.6
C/C(=N\NC(=O)CNC(=O)c1cccs1)c1ccc(Cl)c(Cl)c1 | -3.1 | -0.1 | 4.5 | 1.6 | -0.8 | -1.7 | -2.6 | 4.8 | 0.6 | -6.4
Cc1cc(C(=O)COc2ccc(Br)cc2F)c(C)n1CC1CCCO1 (stereo unspecified) | -6.6 | 1.9 | 5.4 | 1.7 | 4.4 | -2.0 | 3.4 | 0.1 | -1.6 | -3.7
CCOc1cc(/C=N/NC(=O)c2ccc(-c3csc(Nc4ccc(C)cc4)n3)cc2)ccc1OCC(=O)O | nt | -3.2 | 5.9 | 8.0 | 3.0 | 1.8 | 0.8 | 8.0 | -4.0 | 10.1
COC(=O)[C@H]1[C@@H](C)N(CCc2cc(OC)c(OC)c(OC)c2)C(=O)N[C@H]1c1ccccc1 | -2.6 | 0.1 | 7.7 | 9.6 | -10.8 | -0.2 | -2.3 | -8.0 | 0.6 | -1.2
CCOc1ccc2[nH]c(=O)c(CN(CCN3CCOCC3)Cc3nnnn3C(C)(C)CC)cc2c1 | -3.4 | 14.9 | -3.0 | -5.7 | -13.2 | -1.1 | -3.7 | -4.8 | 0.1 | 0.5
CC(=O)Nc1ccc(NC(=O)C2CCN(C(=O)c3ccc([N+](=O)[O-])cc3)CC2)cc1 | 0.6 | -2.4 | 3.0 | 6.1 | -4.9 | -2.2 | -1.1 | -3.1 | -2.3 | -1.9
CC(C)Cc1nnc(NC(=O)CSc2ncn[nH]2)s1 | 0.5 | -1.6 | -4.9 | 2.2 | -16.2 | -1.5 | 8.2 | 2.4 | 0.3 | 2.4
CCOC(=O)C(C(=O)N(C)C)c1ncc(C(F)(F)F)cc1Cl (stereo unspecified) | -2.6 | -0.9 | 0.0 | 0.2 | 5.8 | -4.3 | -6.3 | -1.4 | 4.7 | 2.3
Cc1ccc(C(=O)N(Cc2nnc(-c3ccc(Cl)cc3)o2)C2CC2)o1 | 0.1 | 3.5 | -2.1 | -8.3 | -5.9 | -2.6 | 5.0 | 2.7 | -0.4 | -3.2
CCn1c2ccccc2c2nnc(SCCN3CCCCC3)nc21 | -10.5 | 1.6 | 3.7 | -4.0 | -6.3 | -4.9 | -3.4 | -0.5 | 0.1 | 4.1
Cc1ccc2c(c1)N=C(c1ccccc1)CC(C(Cl)Cl)=N2 | 1.8 | 9.5 | 13.4 | -2.4 | -11.6 | -4.3 | 0.2 | 13.3 | -3.3 | 0.8
CC1(C)Cc2ccccc2C(=C(C#N)C#N)N1 | 0.9 | -0.3 | -1.7 | -7.1 | 0.1 | 0.5 | -2.1 | -0.3 | 2.3 | -4.6
COCCOC(=O)c1[nH]c2c(c1C)C(=O)CC(c1ccc(OC)cc1)C2 (stereo unspecified) | -4.4 | -1.1 | -23.8 | 3.2 | 6.6 | 1.6 | -6.7 | -4.5 | -0.8 | -4.9
Cc1ccc(-c2cc(C(=O)O)n(-c3ccc(S(N)(=O)=O)cc3)n2)cc1 | 7.5 | 2.6 | 7.6 | -2.6 | -2.9 | -1.5 | -3.4 | 3.8 | -0.7 | 3.9
O=C(C1CC1)N1CCN(c2ccc([N+](=O)[O-])cc2)CC1 | nt | -1.5 | -3.4 | -4.2 | -0.2 | 1.9 | 1.6 | -5.5 | -2.8 | -1.0
CC(=O)c1ccc(NC(=O)CCn2c(=S)oc3ccccc32)cc1 | -5.6 | 1.7 | 2.7 | -2.4 | 3.5 | -4.4 | 0.7 | 0.4 | 4.2 | 2.6
N/C(COc1ccccc1)=N\NC(=O)c1cccnc1Oc1ccccc1 | 4.8 | -1.9 | 9.0 | -1.5 | 11.9 | 0.1 | 8.8 | 0.0 | -2.4 | -5.2

Retrieved by compound from the list above, 2 records:
SMILES | HTRA1 inh | PRMT1 inh | mABHD4 FP | TCR-CD3 inh | TDP2 inh | LEDGF integ inh | SIAE inh | rCAG binder | MBD2 inh | NPR2 activator
Cc1ccc(-c2cc(C(=O)O)n(-c3ccc(S(N)(=O)=O)cc3)n2)cc1 | 7.5 | 2.6 | 7.6 | -2.6 | -2.9 | -1.5 | -3.4 | 3.8 | -0.7 | 3.9
COCCOC(=O)c1[nH]c2c(c1C)C(=O)CC(c1ccc(OC)cc1)C2 (stereo unspecified) | -4.4 | -1.1 | -23.8 | 3.2 | 6.6 | 1.6 | -6.7 | -4.5 | -0.8 | -4.9

Source: PubChem
